TcdB GH inh: TcdB glycohydrolase inhibitors, primary screen, biochemical, single point, plate reader | TcdB glycohydrolase enzymatic assay | inhibition, % at 9.99 µM | 0.24% of 350,000 active | AID 652162, 2013; in the data active = inhibition above about 10%
Rv3671c inh: Rv3671c serine protease inhibitors, primary screen, biochemical, fluorescence polarization, M. tuberculosis H37Rv; P9WHR9; 0.048% of 320,000 active; inhibition, % at 5.96 µM; in the data active = inhibition above about 38%;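 note: extracellular domain of Rv3671c used as enzyme; 0% = enzyme with DMSO and 100% = no enzyme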
Target sequence (P9WHR9 whole entry, looked up, the tested form may be a part): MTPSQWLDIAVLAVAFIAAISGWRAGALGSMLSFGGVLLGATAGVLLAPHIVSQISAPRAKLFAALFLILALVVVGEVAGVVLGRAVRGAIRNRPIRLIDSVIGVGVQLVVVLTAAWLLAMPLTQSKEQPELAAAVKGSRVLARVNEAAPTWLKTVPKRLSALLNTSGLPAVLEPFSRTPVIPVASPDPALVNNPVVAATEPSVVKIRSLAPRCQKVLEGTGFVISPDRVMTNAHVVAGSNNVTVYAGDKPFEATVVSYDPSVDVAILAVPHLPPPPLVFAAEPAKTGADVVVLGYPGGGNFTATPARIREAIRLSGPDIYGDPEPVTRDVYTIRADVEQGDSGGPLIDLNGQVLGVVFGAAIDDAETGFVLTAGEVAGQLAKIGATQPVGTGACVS
Yp Topo-I inh: Yersinia pestis topoisomerase I inhibitors, primary screen, biochemical, cleavage product accumulation, plate reader, single point. DNA topoisomerase I (Yersinia pestis CO92). Y. pestis Topo-I cleavage product accumulation. activity, % at 10 µM. 0.064% of 360,000 active; in the data active = activity above about 50%, passing the limit was not always enough; inconclusive = no clear call, values can overlap the other calls; note: inactives centre near 2
CCHFV vOTU inh: CCHFV vOTU protease inhibitors, primary screen, biochemical, Pep-AMC substrate, fluorescence | Crimean-Congo hemorrhagic fever virus L polyprotein viral ovarian tumor (vOTU) protease … | inhibition, % at 11.5 µM | 0.55% of 370,000 active; in the data active = inhibition above about 30%; note: 0% = vehicle wells with enzyme and 100% = no enzyme wells
SARS 3CLpro inh: SARS-CoV 3CLpro protease inhibitors, primary screen, biochemical, quenched FRET; recombinant SARS-CoV 3CLpro, quenched FRET peptide cleavage; inhibition, % at 6 µM; 0.14% of 290,000 active; AID 1706, 2009; in the data active = inhibition above about 12%
MazEF act: activators of E. coli MazEF toxin-antitoxin RNase, primary screen, biochemical, fluorescence, uHTS; AID 504720, 2011; Endoribonuclease toxin MazF (Escherichia coli (strain K12)), P0AE70; 0.32% of 350,000 active; activation, % at 20 µM; FAM/BHQ RNA-DNA oligo cleavage fluorescence, 5 h; in the data active = activation above about 50%
Target sequence (P0AE70 whole entry, looked up): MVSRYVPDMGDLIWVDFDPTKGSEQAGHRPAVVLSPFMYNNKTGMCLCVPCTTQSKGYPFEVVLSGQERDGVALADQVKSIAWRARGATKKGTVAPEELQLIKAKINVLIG
PrPC surface inh: inhibitors of human cell surface prion protein PrPC, primary screen, cell-based, TR-FRET; TR-FRET read-out; inhibition, % at 13.8 µM; 0.43% of 370,000 active; in the data active = inhibition above about 24%; note: 0% = median of the test wells and 100% = reference compound wells
SSB-PriA inh: inhibitors of Klebsiella pneumoniae PriA binding to SSB C-terminal tail, primary screen, biochemical, AlphaScreen; AlphaScreen SSBct-PriA binding, biotinylated peptide; inhibition, % at 33 µM; PriA–SSB C-terminal tail interaction (Klebsiella pneumoniae); 0.6% of 430,000 active; in the data active = inhibition mostly above about 37%, no sharp cut-off; inactive = mostly below about 20%;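 note: plate controls were negative control peptide for no effect and reference peptide for full effect; strong numbers were not always called active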
BH1578 lux ind: inducers of Vibrio cholerae quorum light production without autoinducers, primary screen, BH1578 luxS cqsA deficient, single point | V. cholerae BH1578 lux reporter, luminescence, 6 h | activation, % at 18.7 µM | 0.16% of 350,000 active | AID 588436, 2011; in the data active = activation mostly above about 9.7%, no sharp cut-off; inconclusive = no clear call, values can overlap the other calls; inactive = mostly below about 3.7%; note: not every result past the cut was called active; inactives centre near 0; reference of the scale not given here
VHR inh abs: VHR1 phosphatase inhibitors, primary screen, biochemical, absorbance, uHTS; Dual specificity protein phosphatase 3 (Homo sapiens), P51452; recombinant VHR phosphatase, pNPP absorbance; inhibition, % at 13.3 µM; 0.52% of 290,000 active; in the data active = inhibition above about 50%; note: some compounds called inactive have numbers as strong as hits
Target sequence (P51452 whole entry, looked up): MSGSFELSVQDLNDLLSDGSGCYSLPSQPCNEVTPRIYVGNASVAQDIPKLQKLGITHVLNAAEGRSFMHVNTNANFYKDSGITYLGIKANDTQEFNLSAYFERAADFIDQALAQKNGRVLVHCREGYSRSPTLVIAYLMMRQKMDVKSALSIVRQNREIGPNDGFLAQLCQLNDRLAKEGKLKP
* = called active by the depositor; i = inactive; ? = inconclusive; . = not tested or not shown; & = joins results of further samples. A portion of the library, so the mix of outcomes need not match the whole.

SMILES	TcdB GH inh	Rv3671c inh	Yp Topo-I inh	CCHFV vOTU inh	SARS 3CLpro inh	MazEF act	PrPC surface inh	SSB-PriA inh	BH1578 lux ind	VHR inh abs
CC(C)CNC(=S)N1CCC(C(=O)c2ccc3c(c2)OCCO3)CC1	3.4	-1	-2	5	-3	2	-3	-15	i	12
Cc1nn(C)cc1C(C(=O)NC1CCCCC1)N(C(=O)Cc1cccs1)c1ccc(Cl)cc1 (stereo unspecified)	0.8	5	14	-4	-8	3	0	-14	-0.2	-4
COc1ccc(NC(=O)N2CCN(c3nc4ccccc4n3C(C)C)CC2)cc1	1.0	5	5	-7	-1	8	0	-14	-0.3	17
Cc1onc(-c2ccccc2Cl)c1C(=O)NCc1ccc2c(c1)cc(C)n2C	-0.2	29	-1	2	.	3	66*	21&10	i	18
Cc1ccc(C)c(CC(=O)N2CCCCC2c2cc(C(=O)Nc3ccc(F)c(Cl)c3)no2)c1 (stereo unspecified)	-4.5	.	7	8	.	.	7	.	-0.6	.
CCS(=O)(=O)c1nc(S(=O)(=O)c2ccc(C)cc2)c(NCCCN(C)C)s1	0.4	2	1	-5	-4	-4	-15	-12	-0.3	32
CCOC(CNC(=O)Cn1nc(C)c2ccccc21)OCC	-0.7	2	-7	8	-1	5	3	-12	i	-6
CN(C)S(=O)(=O)c1ccc(N2CCCC2)c(C(=O)Nc2ccccc2)c1	0.2	-3	-13	-4	.	1	42*	-4	i	.
CCn1c(SCC(=O)N/N=C/C=C/c2ccccc2[N+](=O)[O-])nnc1-c1ccccc1	-1.2	2	22	4	-2	1	-25	.	-0.2	-1
Nn1c(Cc2ccc(F)cc2)n[nH]c1=S	0.8	-8	?	-9	-1	-3	-2	-2	-0.3	37
COc1ccc(NC(=O)CN(C)CC(=O)Nc2ccc(Cl)cc2[N+](=O)[O-])cc1	0.1	2	-15	-12	3	2	-26	-9	-2.9	12
COc1cccc(NC(=O)CCC2CCN(Cc3nccs3)CC2)c1	0.9	-1	-3	8	5	-7	0	-4	.	52*
Cc1csc(/N=C/c2ccc([N+](=O)[O-])cc2)n1	0.2	3	-12	-15	1	-1	-13	.	-0.2	-4
NNC(=O)c1oc2nc(-c3ccccc3)cc(-c3ccccc3)c2c1N	1.1	2	38	14	4	19	2	2	i	-10
CSCCC(NC(=O)COc1ccccc1)C(=O)N1CCCCC1 (stereo unspecified)	0.6	0	10	4	4	2	6	-3	-3.1	18
Cc1cc(=O)[nH]c(N/N=C/c2cccc(Br)c2)n1	1.0	-2	-3	-2	-9	5	-1	.	i	4
CC1(C(=O)NS(=O)(=O)c2cccc(OC(F)F)c2)CCN1C(=O)CCc1cccs1 (stereo unspecified)	1.1	.	2	5	.	.	-1	.	-0.4	.
Cc1c(OCc2ccccc2)c(=O)ccn1Cc1ccc(F)cc1	0.7	-5	34	-4	1	-3	1	-15	0.6	16
O=C(CC1C(=O)NC2CCCCC2N1C(=O)c1ccc([N+](=O)[O-])cc1)Nc1ccccc1 (stereo unspecified)	1.8	-5	5	-7	1	3	-25	-1	i	18
CC(=O)Nc1ccccc1-c1nnc(SCc2ccccc2Cl)[nH]c1=O	.	-2	0	2	3	0	-6	-8	-0.7	20
CCc1ccc(NC2=CC(=O)C(=O)c3ccccc32)cc1	0.4	.	-8	24	.	1	-4	1	1.9	.
COc1cc(CNCCCN2CCOCC2)cc(Cl)c1OCC(=O)NC(C)(C)C	0.8	7	-5	5	-3	7	-7	-5	i	7
O=C(c1ccc(Br)cc1)c1cc([N+](=O)[O-])ccc1N1CCOCC1	0.9	0	15	-1	5	3	-3	12	i	15
CN(C(=O)CN1C(=O)NC2(CCc3ccccc32)C1=O)C1CCS(=O)(=O)C1 (stereo unspecified)	1.4	6	-10	-9	.	5	-7	-8	-0.7	.
COc1ccc(C(C)NC(=S)NC2CCCC2)cc1OC (stereo unspecified)	.	-15	-3	-4	3	-2	-3	-20	-0.2	1
SMILES	TcdB GH inh	Rv3671c inh	Yp Topo-I inh	CCHFV vOTU inh	SARS 3CLpro inh	MazEF act	PrPC surface inh	SSB-PriA inh	BH1578 lux ind	VHR inh abs
CC(=O)N[C@@H]1c2c(ccc3ccccc23)OC[C@@H]1COC(C)=O	1.8	-3	-9	-5	2	4	-4	1	-0.3	13
CCc1cc(=O)n2[nH]c(-c3ccccc3)c(-c3ccccc3)c2n1	1.1	4	-3	3	0	4	-4	1	-0.9	40
CC(=O)C1=C(C)OC(N)=C(C#N)C1c1ccco1 (stereo unspecified)	.	-4	6	14	-7	4	-4	-6	i	27
CCOC(=O)N1CCC(=NNc2ccc(S(N)(=O)=O)cc2[N+](=O)[O-])CC1	0.0	-3	-5	-7	2	-2	-16	5	-0.2	7
CCOC(=O)CCCCC(=O)c1[nH]c(=O)[nH]c1CSc1nnc2c3ccccc3n(C(C)C)c2n1	.	-5	9	10	6	5	-4	-2	1.3	14
Cc1oc(-c2ccc(Cl)cc2)cc1C(=O)N1CCC1(C)C(=O)O (stereo unspecified)	-0.3	.	1	1	.	.	-2	.	-0.4	.
CC1(C)N2CC3([N+](=O)[O-])CN1CC([N+](=O)[O-])(C2)C3	1.2	1	8	-2	2	12	-3	-5	i	-8
CS(=O)(=O)c1ccc(-c2nnc(NC(=O)c3ccco3)o2)cc1	0.9	1	-13	-10	.	5	1	5	-0.8	.
C=CCN1CC[C@]23c4c5ccc(O)c4O[C@H]2/C(=N/NC(=O)c2ccccc2)CC[C@@]3(O)[C@H]1C5	-0.8	-2	2	-8	.	13	5	.	3.8	.
S=C(NC1CCCC1)N1CCN(c2ccccn2)CC1	0.8	-3	-1	2	-3	1	1	-7	-0.4	22
Cc1ccc(COc2ccc3c(c2)OCO3)cc1	0.8	-5	17	5	-8	2	3	6	-0.2	2
CC(C)(C)c1ccc(C(=O)/C=C2\NC(=O)CS2)cc1	.	-2	3	21	0	2	9	-1	3.6	39
Nn1c(SCC(=O)NCCCc2ccccc2)nnc1-c1cccnc1	1.0	0	9	10	0	2	-2	1	2.4	6
COC(=O)c1cc(OC)c(OC)cc1NC(=O)c1cccc(OC)c1OC	1.3	-4	11	0	6	4	-4	-2	-0.3	21
COc1ccccc1CN1CC(C(=O)N(C)CCCn2nc(C)cc2C)CCC1=O (stereo unspecified)	-1.3	3	-12	-1	0	6	-2	-7	-0.7	24
CC1CCc2c(nc3nc[nH]n3c2=O)C1 (stereo unspecified)	.	2	9	-2	2	-5	-4	3	-0.2	21
O=C(NCC(F)(F)F)c1ccc(S(=O)(=O)NCCc2ccc3c(c2)OCCO3)cc1	1.1	.	-2	3	.	9	-9	.	-0.2	.
CCCc1cc(=O)[nH]c(SCC(=O)N2CCCc3ccccc32)n1	0.6	5	1	-3	-2	5	0	-1	1.6	-9
N#CC(C#N)=Cc1c(N2CCN(c3ccccc3)CC2)nc2ccccn2c1=O	0.2	-7	18	5	-3	11	2	7	i	-18
c1ccc2c(c1)nc(N1CCOCC1)c1ccccc12	2.8	-3	12	2	-1	-1	3	-39	-0.3	19
CCCC1(C(=O)OCC)NC(c2ccc(O)cc2)C2C(=O)N(c3cccc(C(C)=O)c3)C(=O)C21 (stereo unspecified)	0.3	-2	-15	-11	-6	-1	7	-6	-0.3	18
CCCCCc1nnc(NC(=O)C2=COCCO2)s1	-2.5	-5	5	7	.	5	3	-4	i	.
COc1cccc(NC(=O)Nc2nnc(N3CCCCC3C)s2)c1 (stereo unspecified)	0.0	1	8	9	-2	12	8	-2	-0.3	0
O=C(O)CSc1cc(NS(=O)(=O)c2cccc([N+](=O)[O-])c2)c2ccccc2c1O	-2.9	.	-11	108*	3	-32	-27	22	-0.2	69
CCOc1cc(C(=O)NN=C2CCCC2)cc(OCC)c1OCC	-3.3	-6	2	16	2	0	14	-33	-0.1	48

Entries shown so far that contain fluorine, in the order listed:
SMILES	TcdB GH inh	Rv3671c inh	Yp Topo-I inh	CCHFV vOTU inh	SARS 3CLpro inh	MazEF act	PrPC surface inh	SSB-PriA inh	BH1578 lux ind	VHR inh abs
Cc1ccc(C)c(CC(=O)N2CCCCC2c2cc(C(=O)Nc3ccc(F)c(Cl)c3)no2)c1 (stereo unspecified)	-4.5	.	7	8	.	.	7	.	-0.6	.
Nn1c(Cc2ccc(F)cc2)n[nH]c1=S	0.8	-8	?	-9	-1	-3	-2	-2	-0.3	37
CC1(C(=O)NS(=O)(=O)c2cccc(OC(F)F)c2)CCN1C(=O)CCc1cccs1 (stereo unspecified)	1.1	.	2	5	.	.	-1	.	-0.4	.
Cc1c(OCc2ccccc2)c(=O)ccn1Cc1ccc(F)cc1	0.7	-5	34	-4	1	-3	1	-15	0.6	16
O=C(NCC(F)(F)F)c1ccc(S(=O)(=O)NCCc2ccc3c(c2)OCCO3)cc1	1.1	.	-2	3	.	9	-9	.	-0.2	.

Later entries:
SMILES	TcdB GH inh	Rv3671c inh	Yp Topo-I inh	CCHFV vOTU inh	SARS 3CLpro inh	MazEF act	PrPC surface inh	SSB-PriA inh	BH1578 lux ind	VHR inh abs
CCN(C[C@H]1N[C@@](Cc2ccccc2)(C(=O)OC)[C@H]2C(=O)N(Cc3ccccc3)C(=O)[C@@H]12)S(=O)(=O)c1ccc(C(C)(C)C)cc1	0.4	6	19	0	.	-6	-1	-3	-2.0	.
CN1C(=O)S/C(=C/c2ccc(OCc3cccc(C(=O)O)c3)cc2)C1=O	0.4	1	1	-10	5	-6	-1	0	i	4
Cc1cnc(-n2c(=S)[nH]c3ccccc3c2=O)s1	2.1	2	4	3	.	5	3	-8	i	.
O=c1c2c(nc3n1CCCCC3)-c1ccccc1CC21CCCC1	0.7	-10	38	-14	4	4	-4	-8	-0.6	3
CCOC(=O)c1cnc(-n2nc(C)cc2C)nc1Nc1cccc(C(C)=O)c1	.	6	0	-1	4	8	0	-4	0.4	.
O=C(CCCCCCCCC(=O)N1CCCCC1)N1CCCCC1	1.7	.	10	13	.	1	6	-5	-7.1	.
CCCCOc1ncnc2c1[nH]c1ccc(OC)cc12	.	-10	.	-23	-5	0	4	-1	.	31
CS(=O)(=O)N(CC(=O)Nc1ccc2c(c1)OCCO2)c1ccc2c(c1)OCO2	.	8	-12	6	1	-5	0	-11	i	-17
CCn1nc(C)cc1C(=O)N1CCCC(C(=O)c2cccc(OC)c2)C1 (stereo unspecified)	0.0	7	3	-3	1	0	8	-2	-0.8	12
COc1cc(C(C(=O)NC2CCCC2)N(C(=O)Cc2cccs2)C2CC2)cc(OC)c1OC (stereo unspecified)	1.0	6	-2	-4	7	-13	-1	-10	-0.2	0
NC(=O)c1ccsc1NC(=O)COC(=O)c1ccc(Cl)cc1	0.0	-4	3	-8	.	9	6	0	-5.7	.
C=CCc1c(C)nc(SCc2ccccc2)[nH]c1=O	-0.6	0	5	-6	8	0	0	-1	0.8	-8
CC(C)c1ccc(S(=O)(=O)N2CCN(C(C)C(=O)Nc3ccccc3-c3ccccc3)CC2)cc1 (stereo unspecified)	-0.2	8	26	5	-3	-6	2	1	-0.3	0
Cc1c(C(=O)N2CCCCC2)oc2ccccc12	0.5	6	-1	10	.	0	1	-11	-4.3	.
COc1ccc(N/N=C/c2c(O)n(-c3cccc(C)c3)c(=O)[nH]c2=O)cc1	0.8	-3	1	-2	2	6	6	.	i	1
COc1cc(C(C(=O)NC2CCCC2)N(C(=O)c2snc(C(N)=O)c2N)c2ccccc2)cc(OC)c1OC (stereo unspecified)	1.6	-4	17	-15	-5	7	-13	-8	-0.2	31
COc1ccc(-c2csc(NC(=O)CN3C(=O)CCC3=O)n2)cc1	0.6	-5	-1	-7	0	6	-1	0	-0.6	23
O=C(COc1ccc(/C=C2/NC(=O)NC2=O)cc1)Nc1ccc(F)cc1	0.0	-30	-7	8	-5	9	-13	-29	7.7	10
